Screens deposited in PubChem BioAssay by Johns Hopkins Ion Channel Center.
ANO1 activ = activates or potentiates the mouse TMEM16A chloride channel. Q8BHY3. HEK293 TMEM16A/YFP-H148Q/I152L, iodide quench fluorescence; active compounds read low. B-score at 10 µM. actives 0.3% (n = 340,000);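 active means fluorescence-ratio B-score plate-corrected deviation score at least 3 library SD below zero, with starting fluorescence score within 5 deviations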;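 further: channel opened by trigger with iodide after compound preincubation; score built on the fluorescence ratio of max minus min over baseline; more negative score means more quench and so TMEM16A activation or potentiation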
Target sequence (Q8BHY3 whole entry, looked up): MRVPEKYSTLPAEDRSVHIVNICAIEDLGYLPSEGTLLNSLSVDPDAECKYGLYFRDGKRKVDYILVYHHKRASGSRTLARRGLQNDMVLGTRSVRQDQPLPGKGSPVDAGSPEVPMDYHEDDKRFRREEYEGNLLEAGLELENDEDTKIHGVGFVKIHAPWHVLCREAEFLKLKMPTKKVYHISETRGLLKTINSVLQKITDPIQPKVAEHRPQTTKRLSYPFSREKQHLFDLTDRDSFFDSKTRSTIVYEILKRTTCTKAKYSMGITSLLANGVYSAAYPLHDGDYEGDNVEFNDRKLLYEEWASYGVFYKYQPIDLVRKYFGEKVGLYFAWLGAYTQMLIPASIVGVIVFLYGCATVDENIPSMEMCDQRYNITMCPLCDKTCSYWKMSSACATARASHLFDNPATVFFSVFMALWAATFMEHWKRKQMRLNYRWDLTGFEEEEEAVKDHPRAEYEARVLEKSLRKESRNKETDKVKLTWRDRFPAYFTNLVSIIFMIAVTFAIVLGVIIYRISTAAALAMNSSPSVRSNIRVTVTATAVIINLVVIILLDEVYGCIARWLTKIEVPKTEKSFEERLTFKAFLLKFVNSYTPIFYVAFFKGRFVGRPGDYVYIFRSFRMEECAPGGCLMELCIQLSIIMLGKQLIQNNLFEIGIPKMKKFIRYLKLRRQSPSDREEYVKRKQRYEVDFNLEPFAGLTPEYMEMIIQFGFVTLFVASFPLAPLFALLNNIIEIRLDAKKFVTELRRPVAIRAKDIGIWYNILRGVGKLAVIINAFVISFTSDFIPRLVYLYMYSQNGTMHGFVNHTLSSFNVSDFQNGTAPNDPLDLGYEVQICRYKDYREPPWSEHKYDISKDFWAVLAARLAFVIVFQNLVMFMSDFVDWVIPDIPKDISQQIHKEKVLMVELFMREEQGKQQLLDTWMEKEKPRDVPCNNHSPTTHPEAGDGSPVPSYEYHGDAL
Numbers without * were called inactive; i = inactive. Some of the compounds tested; count on the stated rates, not on these rows.

| structure | ANO1 activ |
| --- | --- |
| Cc1nn(CC(=O)NC2(C)CCS(=O)(=O)C2)c(C)c1S(=O)(=O)N(C)C (centres undefined) | i |
| COc1ccccc1-n1nnnc1SCC(=O)NC(=O)Cc1ccccc1 | i |
| O=C(CCCN1C(=O)c2ccccc2C1=O)Nc1c2c(nc3c1CCC3)CCC2 | i |
| CN(Cc1ccccc1)C(=O)c1ccc(NC(=O)Cc2cccc(NC(=O)C3CCN(C(=O)C4CC4)CC3)c2)cc1 | i |
| CC1CN(C(=O)COC(=O)Cc2c(Cl)cccc2Cl)CC(C)O1 (centres undefined) | i |
| C[C@@H](C(=O)Nc1ccc(SC(F)F)cc1)N1C(=O)C2CCCCC2C1=O (some centres undefined) | i |
| COc1ccc(C2/C=C\CN(CC(C)C)CC(=O)N2Cc2cccc(F)c2)cc1 (centres undefined) | i |
| COc1ccc(S(=O)(=O)N2CCCCC2)cc1NC(=O)CCNC(=O)c1ccco1 | i |
| COc1ccc(CC(=O)OCC(=O)N2CCc3ccccc32)cc1OC | -25* |
| O=C1N[C@@H](c2ccccc2)COC(=O)[C@H](Cc2ccc(F)cc2)CC/C=C/C[C@@H]1CC(=O)N(CCO)Cc1ccccc1 | i |
| CCCCn1c(N)c(N(CCC(C)C)C(=O)COC(=O)Cc2ccc(Cl)cc2)c(=O)[nH]c1=O | i |
| COc1ccccc1N1CCN(C(=O)c2cn(Cc3ccccc3)nc2-c2cccnc2)CC1 | i |
| COc1ccc(C(=O)OCC(=O)N2CC(=O)Nc3ccccc32)cc1Br | i |
| COc1ccc(CC(=O)Nc2cccc(C(C)=O)c2)cc1S(=O)(=O)N1CCOCC1 | i |
| Cc1cc(C)n2nc(SCC(=O)Nc3ccccc3F)nc2n1 | i |
| O=C(Nc1ccc(Br)cc1)c1cc(-c2ccncc2)nc2ccccc12 | i |
| O=C(COC(=O)/C=C/c1ccc(F)cc1)NCc1cccs1 | i |
| CCC1(C(N)=O)CC2C=CC1C2 (centres undefined) | i |
| O=C(C=CC(=O)OC1CCCCC1)OC1CCCCC1 | i |
| CN(CC(=O)Nc1ccc(F)c(F)c1F)C(=O)c1ccc(N2CCCC2=O)cc1 | i |
| CCCn1c(N)c(C(=O)CN(C)CC(=O)Nc2cccc(F)c2)c(=O)[nH]c1=O | i |
| COc1ccc(CNC(=O)COC(=O)c2[nH]c(C)c(C(C)=O)c2C)cc1OC | i |
| O=C(ONC(=O)C1CCCCC1C(=O)NOC(=O)c1ccccc1)c1ccccc1 (centres undefined) | i |
| CCn1nc(C(=O)NNC(=O)c2ccccc2)c2ccccc2c1=O | i |
| Cc1oc(-c2cccs2)nc1CNC[C@H]1O[C@@H](n2cnc3c(N)ncnc32)[C@H](O)[C@@H]1O | i |
| O=S(=O)(Nc1cc(S(=O)(=O)N2CCOCC2)ccc1Cl)c1ccccc1 | i |
| Cn1c(SCc2ccccc2)nccc1=O | i |
| COCCN(CC(=O)Nc1ccccc1C(F)(F)F)C(=O)/C=C/c1cc(Cl)c2c(c1)OCCO2 | i |
| Cn1c(N)c(C(=O)COC(=O)COc2ccc(Br)cc2)c(=O)n(C)c1=O | i |
| O=C1c2ccccc2-c2c1c1ccccc1c(=O)n2-c1ccccc1 | i |
| C=C[C@](C)(CC[C@@]1(C)C(C)CC(OC2OC(C)C(OC3OC(COC(C)=O)C(O)C(O)C3O)C(O)C2O)[C@@]2(C)C(C)=CCCC12)OC1OC(C)C(O[C@@H]2O[C@@H](C)C(O)C(O)[C@H]2O)C(O)C1O (some centres undefined) | i |
| CCc1nc2ccccc2n1CC(=O)NC1CCS(=O)(=O)C1 (centres undefined) | i |
| CC(=O)NC1CCC(=O)C=C1c1ccccc1 (centres undefined) | i |
| O=C1C=CC(=Nc2ccc3c(c2)C(=O)c2ccccc2-3)O1 | i |
| CC1CC(C)CN(C(=O)COc2cccnc2[N+](=O)[O-])C1 (centres undefined) | i |
| O=C(CSc1n[nH]c(=O)n1C1CC1)Nc1ccc(Cl)cc1Cl | i |
| Cc1nccn1-c1c2c(c(C#N)c3nc4ccccc4n13)CCCC2 | i |
| CCCCCC1CC(=O)NC1(C(=O)OCC)C(=O)OCC (centres undefined) | i |
| Cc1cccc(NC(=O)Nc2ccc(S(=O)(=O)Nc3onc(C)c3C)cc2)c1 | i |
| COc1cc(/C=C/C(=O)OCC(=O)N(C)Cc2ccccc2)cc(OC)c1OC | i |

A run of entries from the list above, as a working copy:
| structure | ANO1 activ |
| --- | --- |
| O=C1C=CC(=Nc2ccc3c(c2)C(=O)c2ccccc2-3)O1 | i |
| CC1CC(C)CN(C(=O)COc2cccnc2[N+](=O)[O-])C1 (centres undefined) | i |
| O=C(CSc1n[nH]c(=O)n1C1CC1)Nc1ccc(Cl)cc1Cl | i |
| Cc1nccn1-c1c2c(c(C#N)c3nc4ccccc4n13)CCCC2 | i |
| CCCCCC1CC(=O)NC1(C(=O)OCC)C(=O)OCC (centres undefined) | i |
| Cc1cccc(NC(=O)Nc2ccc(S(=O)(=O)Nc3onc(C)c3C)cc2)c1 | i |
| COc1cc(/C=C/C(=O)OCC(=O)N(C)Cc2ccccc2)cc(OC)c1OC | i |

(more compounds)
| structure | ANO1 activ |
| --- | --- |
| O=CN(CCNc1ccccc1)c1ccccc1 | i |
| CCOc1ccccc1-n1nnnc1SCC(=O)NCC1(N2CCOCC2)CCCCC1 | i |
| O=[N+]([O-])c1cccc(COc2ccc(CN3CCOCC3)cc2)c1 | i |
| CC1(C)CC(=O)C=C(c2ccc(F)nc2)C1 | i |
| Cc1cccc(C)c1NC(=O)COC(=O)/C=C/c1ccc(S(=O)(=O)N2CCOCC2)cc1 | i |
| Cc1c(Cl)cccc1NC(=O)CNC(=O)CCS(=O)(=O)c1ccc(F)cc1 | i |
| CCOc1ccccc1OCCCC(=O)Nc1ccc(S(=O)(=O)Nc2cc(C)nc(C)n2)cc1 | i |
| COC(=O)c1cc(C)nc2c1c(C)nn2-c1ccccc1 | i |
| CC(C(=O)Nc1ccc(S(=O)(=O)N2CCCC2)cc1)N(C)Cc1ccc(F)cc1 (centres undefined) | i |
| CCOC(=O)C1=C(COC(=O)c2cc(S(=O)(=O)N3CCOCC3)ccc2F)NC(=O)NC1C (centres undefined) | i |
| COc1ccc(CN(C)c2ccc(S(=O)(=O)N3CCN(C)CC3)cc2[N+](=O)[O-])cc1OC | i |
| CN=C(Nc1cccc(S(=O)(=O)N2CCOCC2)c1)c1ccccc1 | i |
| O=S(=O)(c1ccc(Br)s1)N1CCN(CCc2ccccc2)CC1 | i |
| Cc1cccc(C)c1NC(=O)COC(=O)CNC(=O)C1CCCCC1 | i |
| CCCCn1cnc2c(SCc3ccccc3)nc(N)nc21 | i |
| CCN(CC(=O)Nc1ccc(OC)cc1)C(=O)c1ccc(N2CCCC2=O)cc1 | i |
| CCN(Cc1ccccc1)C(=O)COC(=O)[C@@H]1CCCN1C(=O)c1cccs1 | i |
| CCN1C[C@@H]2[C@@H]3C(=O)N(C)C(=O)[C@@H]3[C@](Cc3ccccc3)(C1=O)N2C(=O)c1ccccc1 | i |
| CN(Cc1cnn(Cc2ccccc2)c1)C(=O)CN=C1NS(=O)(=O)c2ccccc21 | i |
| COc1cc(OC)cc(C(=O)NNC(=O)C(CCC(N)=O)NS(=O)(=O)c2ccc(Cl)cc2)c1 (centres undefined) | i |
| CC(SC(C)C(=O)NN=Cc1c[nH]c2ccccc12)C(=O)NN=Cc1c[nH]c2ccccc12 (centres undefined) | i |
| CSCCC(NC(=O)c1cccc(C)c1)C(=O)NCc1cccs1 (centres undefined) | i |
| COc1ccc(NC(=O)CN(C)C2CCS(=O)(=O)C2)cc1 (centres undefined) | i |
| C[C@H](CO)N1C[C@H](C)[C@@H](CN(C)C(=O)Nc2ccc(C(F)(F)F)cc2)Oc2c(NC(=O)c3ccncc3)cccc2C1=O | i |
| CC(CCCN1CCCC1)Nc1ccnc2cc(Cl)ccc12 (centres undefined) | i |
| Cc1noc(C)c1C(=O)Nc1cc(Cl)ccc1N1CCOCC1 | i |
| COc1ccc(C2(C)NC(=O)N(CC(=O)Nc3ccc4ccccc4c3)C2=O)cc1OC (centres undefined) | i |
| COc1cc2c(C#Cc3cccnc3)c(-c3ccsc3)oc(=O)c2cc1OC | i |
| CC(=NNC(=O)c1ccncc1)c1ccc(O)cc1O | i |
| CC1(C)NC(=O)N(CC(=O)N2CCN(S(=O)(=O)c3ccccc3F)CC2)C1=O | i |
| NS(=O)(=O)c1ccc(NNC(=O)c2ccc(Br)o2)c([N+](=O)[O-])c1 | i |
| Cc1ccc(S(=O)(=O)/N=C(/Nc2nc(C)cs2)c2ccccc2)cc1 | i |
| CC(=O)c1cccc(S(=O)(=O)N2CCC(C(=O)Nc3cccc(C(=O)NC4CC4)c3)CC2)c1 | i |
| O=C1C=CC(=O)N1c1ccc2ccccc2c1 | i |
| Cc1ccc(NC(=O)COC(=O)CN2C(=O)NC3(CCCC3)C2=O)cc1Cl | i |
| O=C(NNC(=O)C1CCN(C(=O)Nc2ccccc2)CC1)c1ccc(F)cc1 | i |
| O=C(O)COc1ccc(C=C2SC(=S)N(c3ccccc3)C2=O)cc1 | i |
| CC1(c2cc(F)ccc2F)NC(=O)N(CC(=O)Nc2cccc(S(=O)(=O)N3CCCC3)c2)C1=O (centres undefined) | i |
| C=CCC[C@H](Cc1ccc(F)cc1)C(=O)OC[C@H](Cc1c[nH]c2ccccc12)NC(=O)[C@H](CC=C)CC(=O)N[C@H](CO)Cc1ccccc1 | i |
| Cc1cc(C)n(-c2ccc(C(=O)N3CCN(S(=O)(=O)c4ccc(Cl)cc4)CC3)cc2)n1 | i |

Looked up one by one from the list above:
| structure | ANO1 activ |
| --- | --- |
| COc1ccccc1N1CCN(C(=O)c2cn(Cc3ccccc3)nc2-c2cccnc2)CC1 | i |
| CCN(Cc1ccccc1)C(=O)COC(=O)[C@@H]1CCCN1C(=O)c1cccs1 | i |

The listing continues.
| structure | ANO1 activ |
| --- | --- |
| Cc1ccc(S(=O)(=O)N2CCOCC2)cc1NC(=O)COC(=O)CCc1c[nH]c2ccccc12 | i |
| O=C(NOCc1cscn1)Nc1ccccc1 | i |
| CC(Oc1ccccc1)C(=O)Nc1nc(-c2ccncc2)cs1 (centres undefined) | i |
| COc1cc(Cl)c(C)cc1NC(=O)c1ccccc1NC(=O)CN1CCN(c2ccccn2)CC1 | i |
| COc1ccc(/C=C/C(=O)Nc2ccccc2F)cc1S(=O)(=O)N1CCOCC1 | i |
| Cc1cc(C(=O)N2CCN(S(=O)(=O)c3ccc(F)c(Cl)c3)CC2)c(C)o1 | i |
| CC(=O)Nc1c(Cl)c2c(c(Cl)c1Br)-c1ccc(Cl)cc1C2 | i |
| C[C@H](CO)N1C[C@H](C)[C@@H](CN(C)C(=O)Nc2ccccc2)Oc2c(NS(=O)(=O)c3cn(C)cn3)cccc2C1=O | i |
| O=C(O)C(Cc1ccccc1)N=C(NS(=O)(=O)c1ccccc1)c1ccccc1 (centres undefined) | i |
| CC(=O)OCC=C1CCC2C3CCC4=CC(=O)CCC4(C)C3C(O)CC12C (centres undefined) | i |
| O=C(CN1C(=O)NC2(CCCCCC2)C1=O)Nc1ccccc1[N+](=O)[O-] | i |
| Cc1cc(OCC(=O)OCC(=O)N(C)C2CCS(=O)(=O)C2)ccc1Cl (centres undefined) | i |
| COc1ccc(CNC(=O)c2cc(S(=O)(=O)N3CCCCC3)ccc2Cl)cc1OC | i |
| CC(C)c1ccc(N(CC(=O)NCCCN2CCOCC2)S(=O)(=O)c2ccccc2)cc1 | i |
| O=C(CCCOc1ccc(Cl)cc1Cl)Nc1cc(S(=O)(=O)N2CCOCC2)ccc1N1CCOCC1 | i |
| C[C@H](CO)N1C[C@H](C)[C@@H](CN(C)Cc2ccc(C(=O)O)cc2)Oc2c(NC(=O)Cc3ccccc3)cccc2C1=O | i |
| COc1ccc(OC)c(CN2CCN(c3ccc(S(=O)(=O)N4CCCC4)cn3)CC2)c1 | i |
| CN(C(=O)CSc1nnc(-c2ccc(C(C)(C)C)cc2)n1C)C1CCS(=O)(=O)C1 (centres undefined) | i |
| CC(C=NNc1ccc([N+](=O)[O-])cn1)=Cc1ccccc1 | i |
| COc1ccccc1CNC(=O)Cn1nc(C(F)(F)F)cc1C | i |
| Cc1ccc(C2OCC(C)([N+](=O)[O-])CO2)cc1 (centres undefined) | i |
| O=C(COC(=O)c1cccc(S(=O)(=O)N2CCCCC2)c1)NCc1ccccc1 | i |
| Cc1c(NC(=O)C(C)Oc2cccc(F)c2)c(=O)n(-c2ccccc2)n1C (centres undefined) | i |
| CN(C(=O)COC(=O)c1n[nH]c(=O)c2ccccc12)c1ccccc1 | i |
| COc1ccc(C(=O)NNC(=O)c2cccc(S(=O)(=O)N3CCOCC3)c2)cc1 | i |
| Cn1cnc(C(=O)N2CCc3ccccc3C2)c1C(=O)N1CCc2ccccc2C1 | i |
| COc1ccc(OC)c(C(C)NS(=O)(=O)c2cccs2)c1 (centres undefined) | i |
| C[C@H]1CCC/C=C/[C@@H]2C[C@H](O)C[C@H]2[C@H](O)[C@H](S(=O)c2ccc(O)cc2)CC(=O)O1 (some centres undefined) | i |
| CCSc1nc2c([nH]1)c(=O)n(C)c(=S)n2C | i |
| Cc1cccc(C(=O)NCC(=O)N2CCN(S(=O)(=O)/C=C/c3ccccc3)CC2)c1 | i |
| Cc1nc(SC(C)C(=O)Nc2c(C)n(C)n(-c3ccccc3)c2=O)nc(C)c1C (centres undefined) | i |
| CCOc1ccc(S(=O)(=O)N2CCN(C(=O)C3CSC4(C)CCC(=O)N34)CC2)cc1 (centres undefined) | i |
| Cc1ccc(NC(=O)c2ccc(COc3ccccc3[N+](=O)[O-])o2)nc1 | i |
| CCOC(OCC)c1nc(N)[nH]c(=O)c1CCCCc1ccccc1 | i |
| CC(=O)OCC(=O)C1(O)CCC2C3CC(C)C4=CC(=O)C=CC4(C)C3=CCC21C (centres undefined) | i |
| CCOC(=O)C1C(C(=O)OC)=C(c2ccc(F)cc2)c2ccccc2N1S(=O)(=O)C(F)(F)F (centres undefined) | i |
